Vif inh – HIV Vif inhibition. 340,000 tested, 0.35% active. HEK293T cells, Vif self-association by quenched fluorescence, imaging, 24 h. inhibition, % at 7.49 µM; in the data active = inhibition above about 50%, passing the limit was not always enough; inconclusive = no clear call, values can overlap the other calls; inactive = below about 31%; also: some results filed as inactive read as strong as hits
MC4R barr agon – human MC4R agonism via beta-arrestin; P32245; U2OS MC4R beta-arrestin complementation, luminescence; percent of melanotan II response, DMSO zero; activation, % at 8.9 µM; 360,000 tested, 0.98% active;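 active = activation above a per-plate cutoff, the mean activation of sample wells on that plate plus 3 SD, cut at about 8% in these data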
Cardio protect – modulators protecting cardiomyocytes from myocardial damage; AID 588492; H9c2 cardiomyocytes, H2O2 injury protection, ATPLite, 2 h; protection from H2O2 cell death, % at 20 µM; 360,000 tested, 0.63% active;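 active = compounds giving at least 50% protection of heart cells from peroxide-induced death in the single-dose screen, raw or plate-pattern-corrected value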;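 also: 0% = DMSO wells with peroxide and 100% = DMSO wells without peroxide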
MC4R antagonist – blocks human MC4R cAMP signaling. P32245. MC4R-expressing cells, MTII-stimulated cAMP, LANCE TR-FRET. inhibition, % at 6.5 µM. 360,000 tested, 0.48% active;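 active = inhibition above its plate's cutoff, the mean of tested wells on that plate plus 3 SD, cut at about 29% in these data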;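 also: 0% = Melanotan II alone and 100% = Melanotan II plus saturating MCL0020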
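Material: U2OS-MC4R stable cell line | Reagent: Melanotan II challenge after compound preincubation | Doses: One concentration, 6.5 µM nominal | Incubation: 30-min compound preincubation, 1-h Melanotan II challenge, 1-h detection, room temperature | Signal: TR-FRET cAMP assay | Replicates: One well per compound, no replicates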
CaV13 ICDI inh – Primary screen for inhibitors of IQ motif and Ca2+-dependent inactivation inhibitor domain binding in CACNA1D, Förster resonance energy transfer in living cells, …; HEK cells, CFP/YFP FRET ICDI-IQ, plate reader, 10 min; percent FRET-ratio fall versus neutral wells; inhibition, % at 12.3 µM; 340,000 tested, 0.098% active; AID 743397;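 active = mean replicate inhibition of at least 30% and at least 1% of replicates passing that level; inconclusive = only one of the two criteria is met; inactive = neither criterion is met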;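 also: 0% = median of the neutral control wells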
ABCB6 inh MLPCN – inhibitors of human ABC transporter ABCB6. fluorescence ratio to DMSO, % at 10 µM. Q9NP58. AID 602162. 360,000 tested, 0.19% active. K562-ABCB6 porphyrin accumulation, flow cytometry, 1 h; active compounds read low;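 active = fluorescence ratio to DMSO below 75%, the collection mean minus 3 SD; inconclusive = too few cells collected in the well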;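 also: signal is porphyrin accumulated inside mitochondria; 100% equals median channel fluorescence of DMSO control wells; lower ratio means ABCB6 inhibition with less porphyrin fluorescence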
Target sequence (Q9NP58 whole entry, looked up): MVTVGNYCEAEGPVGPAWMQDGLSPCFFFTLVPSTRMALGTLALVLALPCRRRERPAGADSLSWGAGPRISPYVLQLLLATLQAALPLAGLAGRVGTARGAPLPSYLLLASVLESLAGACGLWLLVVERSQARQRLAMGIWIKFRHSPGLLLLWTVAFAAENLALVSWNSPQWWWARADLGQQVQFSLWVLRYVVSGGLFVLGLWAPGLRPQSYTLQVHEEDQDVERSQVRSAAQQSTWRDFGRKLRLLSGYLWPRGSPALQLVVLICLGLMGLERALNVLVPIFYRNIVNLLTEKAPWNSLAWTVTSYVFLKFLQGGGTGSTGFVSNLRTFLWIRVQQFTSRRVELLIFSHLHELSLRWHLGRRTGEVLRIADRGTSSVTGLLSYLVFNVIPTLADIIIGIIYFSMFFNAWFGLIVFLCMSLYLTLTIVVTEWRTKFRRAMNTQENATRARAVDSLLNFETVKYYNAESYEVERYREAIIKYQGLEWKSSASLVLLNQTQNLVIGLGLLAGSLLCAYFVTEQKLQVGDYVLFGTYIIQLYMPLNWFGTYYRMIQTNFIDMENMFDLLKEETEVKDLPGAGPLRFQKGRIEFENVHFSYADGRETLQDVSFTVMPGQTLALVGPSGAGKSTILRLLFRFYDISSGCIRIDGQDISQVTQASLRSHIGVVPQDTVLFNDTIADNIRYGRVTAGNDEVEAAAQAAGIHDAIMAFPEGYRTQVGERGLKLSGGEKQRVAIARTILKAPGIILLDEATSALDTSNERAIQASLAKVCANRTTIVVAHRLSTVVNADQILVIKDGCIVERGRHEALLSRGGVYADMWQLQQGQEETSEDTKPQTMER
N-glyco inh – blocks N-linked glycosylation in D54 reporter cells | reporter increase, % at 12.5 µM | D54 ERlucT glycosylation luciferase reporter, 24 h; percent of 100 nM tunicamycin response | AID 588692 | 360,000 tested, 0.23% active;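 active = mean luciferase reporter signal, scaled so untreated is 0 and the glycosylation-blocking control 100, at or above a set limit in every replicate; inconclusive = mean reaches the limit but not every replicate does; inactive = mean below the limit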;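 also: luciferase carries N-glycosylation sites so blocking glycosylation raises the light; 0% = median of neutral control wells and 100% = median of 100 nM tunicamycin wells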
aDG glyco up – alpha-DG glycosylation activation; 360,000 tested, 0.22% active; activation, % at 10 µM; Pro5-aDG cells, alpha-DG glycosylation AlphaScreen (IIH6); 0% Pro5, 100% B10-LARGE cell signal;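 active = activation of at least 8% versus controls, or a plate z-score of at least 8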;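 also: Pro5 are CHO cells carrying HIG-tagged alpha-DG that lacks glycosylation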
HTR2A ag – activates the mouse 5-HT2A serotonin receptor; activation, % at 7.6 µM; P35363; CHO-K1 mHTR2A beta-arrestin complementation, luminescence; percent of 30 µM serotonin response; 360,000 tested, 0.66% active;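 active = activation above a run cutoff, the mean activation of all tested compounds plus 3 SD, cut at about 14% in these data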;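 also: 0% = plate median of compound wells and 100% = 30 µM serotonin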
PDI inh – PDI (human) enzyme inhibition | P07237 | PDI insulin aggregation turbidity, A650, 90 min | inhibition, % at 10 µM | 350,000 tested, 0.052% active | AID 588391;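 active = mean inhibition across replicates of 30% or more, whatever share of single replicates reach that level; inconclusive = mean inhibition below 30% while every single replicate reaches 30%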;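 also: absorbance from insulin aggregation driven by PDI reduction with DTT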
Starred values were filed as active, the others as inactive; u = inconclusive; x = no result given.

SMILES	Vif inh	MC4R barr agon	Cardio protect	MC4R antagonist	CaV13 ICDI inh	ABCB6 inh MLPCN	N-glyco inh	aDG glyco up	HTR2A ag	PDI inh
CSc1ccc(C(=O)C2CCCN(C(=O)c3nonc3C)C2)cc1 (stereo unspecified)	0	0.1	0	-3	-3	102	-1	0.2	5	4
CCOCCCn1c(SCC(=O)Nc2ccc(NC(C)=O)cc2)nc2ccccc2c1=O	4	2.8	6	4	-19	101	1	0.1	7	3
CCCc1nn(CCc2ccccn2)c(N)c1CC	-4	-0.3	1	5	-4	98	3	-0.3	0	-1
O=C(CNC(=O)c1ccc(Br)o1)NCC1COc2ccccc2O1 (stereo unspecified)	6	-2.1	-1	0	-6	92	-1	0.1	-4	0
COc1ccc(-n2ccnc2SCC(=O)NCc2ccc3c(c2)OCO3)cc1	-5	-1.0	-4	6	-3	100	-2	0.4	0	13
COC(=O)c1cccc(NC(=S)NC(C)C)c1	1	-3.3	0	16	2	97	0	-0.2	1	-6
Cn1cnnc1SCC(=O)Nc1ccc(N2CCCCC2)cc1	3	-0.8	-6	-4	-16	96	0	0.0	-4	3
Cc1ccc(Sc2ccc(/C=C3/C(=O)NN(c4ccccc4)C3=O)o2)cc1	-7	2.8	1	7	-2	104	8	0.2	5	-5
COc1ccc(NC(=O)c2ccc(-n3cccn3)nc2)cc1	-4	-0.6	6	-6	-4	95	1	0.1	0	10
CCOC(=O)c1c(S(=O)(=O)NCC(=O)Nc2ccccc2)c(C)n(C)c1C	-8	-2.9	3	0	-14	101	3	0.4	0	-6
Cc1csc(SCC(=O)Nc2cccc(S(=O)(=O)N3CCCC3)c2)n1	-9	-2.1	-11	21	x	100	2	-0.3	-2	13
CN(CC(=O)Nc1cccc(Cl)c1)S(=O)(=O)c1ccc2[nH]c(=O)oc2c1	-5	-2.1	-3	-5	-7	104	0	5.7*	-1	5
CN(CC(=O)Nc1ccc(F)c(F)c1F)C(=O)c1ccc(=O)[nH]c1	-5	-2.4	2	7	-3	100	2	0.2	-1	-4
CC(=O)c1cccc(CN2CCN(Cc3ccc(C)cc3)C(CCO)C2)c1 (stereo unspecified)	-3	-0.3	-3	13	-10	99	-1	0.6	-7	-2
CCC1CCCN1Cn1cnc2c([nH]c3ccc(OC)cc32)c1=O (stereo unspecified)	0	-0.2	6	-3	-4	97	-1	3.8*	5	10
O=C(Nc1ccccn1)c1cccs1	x	-0.2	-4	2	-4	89	2	0.2	1	10
O=C(COc1ccc(Cl)cc1Cl)N1CCN(C(=O)c2ccco2)CC1	-2	0.3	-4	-1	-7	98	-1	-0.1	2	-1
COc1cccc(C(=O)NNS(=O)(=O)c2ccccc2)c1	x	0.9	1	11	-6	102	1	0.3	-1	-8
CC1CC(C)CN(c2ccc(S(=O)(=O)N3CCOCC3)cc2)C1 (stereo unspecified)	-3	-2.3	-5	-6	x	100	7	0.2	-4	2
CCOC(=O)C(=NC(C)C)NNc1cc(Cl)ccc1Cl	2	0.8	-18	-1	-4	99	0	-0.2	-4	12
CCOc1ccc(-n2nc3c(SCCN4CCCC4)nnc(C)c3c2C)cc1	x	0.9	-10	12	-3	99	-7	0.4	-4	-1
CC(C)NC(=O)Cn1cc(C(=O)C2CC2)c2ccccc21	4	-1.1	2	-3	-19	103	2	11*	4	-14
CCCCC(CC)CNC(=O)C1CC=CCC1C(=O)O (stereo unspecified)	-2	-0.2	2	-1	-3	97	0	-0.1	-2	-2
CCc1nc2c(OCC(N)=O)cccn2c1N(C)C(=O)C(C)C	0	-1.1	1	4	-5	96	2	0.0	3	-2
COc1ccc(-c2csc(/N=C/N(C)C)n2)cc1OC	-3	-0.5	4	0	-2	101	-2	0.0	0	1
CCc1ccc(-c2cc(C)no2)cc1S(=O)(=O)NCc1ccccc1OC	-6	-1.3	0	11	-3	96	-2	0.2	3	-4
COc1ccccc1/C=C/C(=O)NCC(=O)N/N=C(/C)c1ccco1	-12	-0.6	5	1	-2	90	4	0.0	0	-8
Cc1ccnc2nc(C(=O)OCC(=O)N(Cc3ccccc3)C(C)C)nn12	-3	2.1	10	11	-6	100	0	-0.1	7	6
COc1ccc(N(C(C)C(=O)NN=C2CCCC2)S(C)(=O)=O)cc1 (stereo unspecified)	-2	-1.9	-1	4	0	104	2	-0.1	-1	-7
O=C(NC(=O)N1CCN(c2ccccc2)CC1)c1ccc(Cl)cc1	-13	-1.1	-5	-1	-3	95	1	0.0	-1	1
COc1cccc(CNC(C)C(=O)Nc2ccc(S(=O)(=O)N3CCCC3)cc2)c1 (stereo unspecified)	1	-0.4	2	13	-6	94	0	-0.5	0	7
Cc1ccc(CS(=O)(=O)CCC(=O)NCCc2ccccc2)cc1	-9	-1.0	0	24	-19	95	2	0.0	1	6
CC(=O)c1ccc(-c2cnc3c(NC=O)cc(-c4cnn(C)c4)cn23)cc1	2	6.6	25	-2	-5	104	-1	0.0	4	-4
CCOC(=O)c1c(N2C(=O)C3CC(C)=C(C)CC3C2=O)sc(C)c1C (stereo unspecified)	0	0.2	-5	1	-5	100	2	0.0	-7	-1
CCC(=O)c1ccccc1OCCN1C(=O)NC(C)(C)C1=O	-2	-0.8	4	3	-7	101	1	-0.1	-1	-4
c1ccc2c(CSCCc3ccncc3)cccc2c1	0	-1.7	-20	-6	-1	99	1	0.0	3	-2
C=CCN1C(=S)N[C@@H]2CS(=O)(=O)C[C@@H]21	0	2.5	1	28	-1	99	2	-0.1	10	2
O=C(/C=C/c1ccccc1)Nc1scc(-c2ccccc2)c1C(=O)O	27	-0.9	-22	-1	-8	95	-9	-0.3	-1	u
Cc1cccc(C(=S)N2CCOCC2)n1	3	0.0	0	5	-2	90	1	0.2	0	15
COc1ccccc1-c1ccc(SCC(=O)Nc2cc(C)on2)nn1	-11	-1.1	5	11	6	94	-1	0.0	0	0

Copied from the results shown for reference:
SMILES	Vif inh	MC4R barr agon	Cardio protect	MC4R antagonist	CaV13 ICDI inh	ABCB6 inh MLPCN	N-glyco inh	aDG glyco up	HTR2A ag	PDI inh
CC(C)NC(=O)Cn1cc(C(=O)C2CC2)c2ccccc21	4	-1.1	2	-3	-19	103	2	11*	4	-14
CCCCC(CC)CNC(=O)C1CC=CCC1C(=O)O (stereo unspecified)	-2	-0.2	2	-1	-3	97	0	-0.1	-2	-2
CCc1nc2c(OCC(N)=O)cccn2c1N(C)C(=O)C(C)C	0	-1.1	1	4	-5	96	2	0.0	3	-2
COc1ccc(-c2csc(/N=C/N(C)C)n2)cc1OC	-3	-0.5	4	0	-2	101	-2	0.0	0	1
CCc1ccc(-c2cc(C)no2)cc1S(=O)(=O)NCc1ccccc1OC	-6	-1.3	0	11	-3	96	-2	0.2	3	-4
COc1ccccc1/C=C/C(=O)NCC(=O)N/N=C(/C)c1ccco1	-12	-0.6	5	1	-2	90	4	0.0	0	-8
Cc1ccnc2nc(C(=O)OCC(=O)N(Cc3ccccc3)C(C)C)nn12	-3	2.1	10	11	-6	100	0	-0.1	7	6
COc1ccc(N(C(C)C(=O)NN=C2CCCC2)S(C)(=O)=O)cc1 (stereo unspecified)	-2	-1.9	-1	4	0	104	2	-0.1	-1	-7
O=C(NC(=O)N1CCN(c2ccccc2)CC1)c1ccc(Cl)cc1	-13	-1.1	-5	-1	-3	95	1	0.0	-1	1
COc1cccc(CNC(C)C(=O)Nc2ccc(S(=O)(=O)N3CCCC3)cc2)c1 (stereo unspecified)	1	-0.4	2	13	-6	94	0	-0.5	0	7
Cc1ccc(CS(=O)(=O)CCC(=O)NCCc2ccccc2)cc1	-9	-1.0	0	24	-19	95	2	0.0	1	6
CC(=O)c1ccc(-c2cnc3c(NC=O)cc(-c4cnn(C)c4)cn23)cc1	2	6.6	25	-2	-5	104	-1	0.0	4	-4
CCOC(=O)c1c(N2C(=O)C3CC(C)=C(C)CC3C2=O)sc(C)c1C (stereo unspecified)	0	0.2	-5	1	-5	100	2	0.0	-7	-1

Additional compounds.
SMILES	Vif inh	MC4R barr agon	Cardio protect	MC4R antagonist	CaV13 ICDI inh	ABCB6 inh MLPCN	N-glyco inh	aDG glyco up	HTR2A ag	PDI inh
COc1cc2c(C(=O)N3CCN(c4ccccc4)CC3)c(C)oc2cc1Br	-9	-0.2	-20	1	x	94	3	1.5	3	3
CC(=O)NC1=NC(=O)/C(=C/c2cc(C)n(-c3ccc(NC(C)=O)cc3)c2C)S1	9	-1.9	5	0	-2	88	-1	-0.2	4	0
COc1ccc2cc(CN(CC3CCCO3)S(=O)(=O)c3ccccc3)c(=O)[nH]c2c1 (stereo unspecified)	13	-1.4	9	-10	x	99	-1	-0.1	-7	0
CCc1cccc2c(=O)c(C(=O)N3CCOCC3)c[nH]c12	3	-2.1	3	0	-4	96	1	0.1	1	3
O=C(NCCCCCCNC(=O)OCCO)OCCO	-3	-3.2	5	-5	-2	105	2	-0.1	2	-3
CN1CCN(c2ccc(CNS(=O)(=O)c3ccccc3)cc2)CC1	28	-0.8	1	12	-10	104	2	0.0	-7	-7
CCOc1ccc(N(CC(=O)Nc2ccc(C)c(C)c2)S(C)(=O)=O)cc1	-1	1.3	-4	3	-12	96	0	-0.1	-7	-3
CC(C)(C)c1ccc(NC(=O)CC2(C(F)(F)F)OCCO2)cc1	-2	0.9	0	20	-11	101	-2	0.0	-3	0
COc1ccc(S(=O)(=O)Nc2c(NC3CCCCC3)c3ccccc3oc2=O)cc1OC	-5	2.0	24	5	-5	94	0	-0.1	3	8
Cc1cc(NS(=O)(=O)c2ccc(NC(=O)CSc3nnc(-c4ccco4)n3C)cc2)nc(C)n1	0	-0.9	5	1	-2	97	1	0.0	-2	-2
O=C(NCc1ccccc1)C(c1ccccc1F)N(C(=O)c1csnn1)C1CCCC1 (stereo unspecified)	4	1.9	4	4	-2	99	-2	-0.1	10	10
Cc1cc(C)n(C2CC(=O)N(c3cccc(Cl)c3)C2=O)n1 (stereo unspecified)	-5	-2.1	-12	-11	2	95	0	-0.2	7	-4

Compound activity (PubChem BioAssay)
